Bioassay records (PubChem BioAssay)
MT1-MMP act inh: MT1-MMP (human) activation inhibition. P50281. HT1080 RFP-PRO-GFP cells, GFP/RFP ratio fluorescence, overnight; percent of plate control window, DMSO zero. GFP/RFP ratio change, % at 20 µM. hit rate 0.061% among 360,000. AID 651647;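 active means GFP/RFP ratio change of at least 30% with cell ATP level not reduced by more than half and red fluorescence within 50% of control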; further: strong numbers were not always called active
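Assay system: RFP-PRO-GFP reporter HT1080 cells; read-out basis: GFP/RFP fluorescence ratio; benchmarks: DMSO wells and RFP-L50D-GFP cells; doses: 20 µM single dose, 1% DMSO; schedule: overnight cell settling, then overnight compound exposure, 37 °C, 5% CO2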
MsrA inhibitor: bovine MsrA inhibition; purified bovine MsrA, absorbance read-out; inhibition, % at 15.5 µM; hit rate 0.75% among 360,000; in the data active means inhibition above about 4.5%;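 further: 0% = vehicle wells with enzyme and 100% = reference inhibitor wells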
PABP1 MLLE inh: inhibitors of microRNA-mediated deadenylation, human PABP1 MLLE binding; P11940; GST-MLLE / FITC-PAM2 fluorescence polarization; inhibition, % at 20 µM; hit rate 0.36% among 360,000; AID 588489; in the data active means inhibition above about 35%, passing the limit was not always enough;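 further: plate controls were DMSO wells with GST-MLLE for no effect and wells lacking GST-MLLE protein for full effect; some results filed as inactive read as strong as hits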
NRP1-CendR mod: NRP-1/CendR interaction modulation; O14786; hit rate 0.85% among 360,000; FAM-RPARPAR peptide binding to NRP-1, fluorescence polarization; inhibition, % at 25 µM;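 active means inhibition or corrected inhibition above about 18%, plus a signal ratio from 0.5 to 1.5, limit read from the data, passing the limit was not always enough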; further: strong numbers were not always called active
SKN-1 block: blocks SKN-1 activity in C. elegans | hit rate 0.49% among 360,000 | inhibition, % at 21.8 µM | AID 624304 | C. elegans VP596 Pgst-4::GFP/RFP ratio, acrylamide-induced, 24 h;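 active means interference check ratio from 0.5 to 1.5 plus GFP to RFP signal ratio inhibition reaching or exceeding a fixed threshold, cut at about 30% in these data, passing the limit was not always enough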; further: some compounds called inactive have numbers as strong as hits
TbMetRS inhib: Trypanosoma brucei MetRS inhibition; purified T. brucei MetRS, ATP depletion, Kinase-Glo luminescence; inhibition, % at 11.9 µM; hit rate 0.4% among 360,000;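 active means inhibition above a per-plate cutoff of the control wells' mean inhibition plus 3 SD, cut at about 5.5% in these data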;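 further: 0% = DMSO wells median and 100% = median of wells with control inhibitor compound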
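Dosing: 11.9 µM single point; system: parasite MetRS enzyme; technique: luminescence of leftover ATP; times: 15 min enzyme-compound preincubation, 2 h reaction, 10 min detection, 25 °C; replicates: each compound tested once; read-out basis: percent inhibition relative to median high and low control wells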
eLon inh: inhibits E. coli Lon protease. P0A9M0. purified E. coli Lon protease, fluorescence polarization. inhibition, % at 7.94 µM. hit rate 0.42% among 360,000. AID 602123; in the data active means inhibition above about 13%, passing the limit was not always enough;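 further: 0% = enzyme with probe and DMSO and 100% = no enzyme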
bovine MsrA act: activators of bovine methionine sulfoxide reductase A; purified bovine MsrA, absorbance read-out; activation, % at 10.6 µM; hit rate 0.3% among 360,000; in the data active means activation above about 7.5%;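 further: 0% = vehicle and 100% = reference activator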
FAS TE block: blocks the thioesterase domain of human fatty acid synthase; inhibition, % at 15 µM; hit rate 0.67% among 360,000; AID 602261; recombinant FAS-TE, OMFH fluorogenic substrate, fluorescence endpoint; P49327;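 active means compounds whose normalised, plate-corrected inhibition of enzyme fluorescence in the single-dose primary screen is 50% or more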;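 further: 0% = DMSO with enzyme and 100% = substrate without enzyme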
Target sequence (P49327 whole entry, looked up, the tested form may be a part): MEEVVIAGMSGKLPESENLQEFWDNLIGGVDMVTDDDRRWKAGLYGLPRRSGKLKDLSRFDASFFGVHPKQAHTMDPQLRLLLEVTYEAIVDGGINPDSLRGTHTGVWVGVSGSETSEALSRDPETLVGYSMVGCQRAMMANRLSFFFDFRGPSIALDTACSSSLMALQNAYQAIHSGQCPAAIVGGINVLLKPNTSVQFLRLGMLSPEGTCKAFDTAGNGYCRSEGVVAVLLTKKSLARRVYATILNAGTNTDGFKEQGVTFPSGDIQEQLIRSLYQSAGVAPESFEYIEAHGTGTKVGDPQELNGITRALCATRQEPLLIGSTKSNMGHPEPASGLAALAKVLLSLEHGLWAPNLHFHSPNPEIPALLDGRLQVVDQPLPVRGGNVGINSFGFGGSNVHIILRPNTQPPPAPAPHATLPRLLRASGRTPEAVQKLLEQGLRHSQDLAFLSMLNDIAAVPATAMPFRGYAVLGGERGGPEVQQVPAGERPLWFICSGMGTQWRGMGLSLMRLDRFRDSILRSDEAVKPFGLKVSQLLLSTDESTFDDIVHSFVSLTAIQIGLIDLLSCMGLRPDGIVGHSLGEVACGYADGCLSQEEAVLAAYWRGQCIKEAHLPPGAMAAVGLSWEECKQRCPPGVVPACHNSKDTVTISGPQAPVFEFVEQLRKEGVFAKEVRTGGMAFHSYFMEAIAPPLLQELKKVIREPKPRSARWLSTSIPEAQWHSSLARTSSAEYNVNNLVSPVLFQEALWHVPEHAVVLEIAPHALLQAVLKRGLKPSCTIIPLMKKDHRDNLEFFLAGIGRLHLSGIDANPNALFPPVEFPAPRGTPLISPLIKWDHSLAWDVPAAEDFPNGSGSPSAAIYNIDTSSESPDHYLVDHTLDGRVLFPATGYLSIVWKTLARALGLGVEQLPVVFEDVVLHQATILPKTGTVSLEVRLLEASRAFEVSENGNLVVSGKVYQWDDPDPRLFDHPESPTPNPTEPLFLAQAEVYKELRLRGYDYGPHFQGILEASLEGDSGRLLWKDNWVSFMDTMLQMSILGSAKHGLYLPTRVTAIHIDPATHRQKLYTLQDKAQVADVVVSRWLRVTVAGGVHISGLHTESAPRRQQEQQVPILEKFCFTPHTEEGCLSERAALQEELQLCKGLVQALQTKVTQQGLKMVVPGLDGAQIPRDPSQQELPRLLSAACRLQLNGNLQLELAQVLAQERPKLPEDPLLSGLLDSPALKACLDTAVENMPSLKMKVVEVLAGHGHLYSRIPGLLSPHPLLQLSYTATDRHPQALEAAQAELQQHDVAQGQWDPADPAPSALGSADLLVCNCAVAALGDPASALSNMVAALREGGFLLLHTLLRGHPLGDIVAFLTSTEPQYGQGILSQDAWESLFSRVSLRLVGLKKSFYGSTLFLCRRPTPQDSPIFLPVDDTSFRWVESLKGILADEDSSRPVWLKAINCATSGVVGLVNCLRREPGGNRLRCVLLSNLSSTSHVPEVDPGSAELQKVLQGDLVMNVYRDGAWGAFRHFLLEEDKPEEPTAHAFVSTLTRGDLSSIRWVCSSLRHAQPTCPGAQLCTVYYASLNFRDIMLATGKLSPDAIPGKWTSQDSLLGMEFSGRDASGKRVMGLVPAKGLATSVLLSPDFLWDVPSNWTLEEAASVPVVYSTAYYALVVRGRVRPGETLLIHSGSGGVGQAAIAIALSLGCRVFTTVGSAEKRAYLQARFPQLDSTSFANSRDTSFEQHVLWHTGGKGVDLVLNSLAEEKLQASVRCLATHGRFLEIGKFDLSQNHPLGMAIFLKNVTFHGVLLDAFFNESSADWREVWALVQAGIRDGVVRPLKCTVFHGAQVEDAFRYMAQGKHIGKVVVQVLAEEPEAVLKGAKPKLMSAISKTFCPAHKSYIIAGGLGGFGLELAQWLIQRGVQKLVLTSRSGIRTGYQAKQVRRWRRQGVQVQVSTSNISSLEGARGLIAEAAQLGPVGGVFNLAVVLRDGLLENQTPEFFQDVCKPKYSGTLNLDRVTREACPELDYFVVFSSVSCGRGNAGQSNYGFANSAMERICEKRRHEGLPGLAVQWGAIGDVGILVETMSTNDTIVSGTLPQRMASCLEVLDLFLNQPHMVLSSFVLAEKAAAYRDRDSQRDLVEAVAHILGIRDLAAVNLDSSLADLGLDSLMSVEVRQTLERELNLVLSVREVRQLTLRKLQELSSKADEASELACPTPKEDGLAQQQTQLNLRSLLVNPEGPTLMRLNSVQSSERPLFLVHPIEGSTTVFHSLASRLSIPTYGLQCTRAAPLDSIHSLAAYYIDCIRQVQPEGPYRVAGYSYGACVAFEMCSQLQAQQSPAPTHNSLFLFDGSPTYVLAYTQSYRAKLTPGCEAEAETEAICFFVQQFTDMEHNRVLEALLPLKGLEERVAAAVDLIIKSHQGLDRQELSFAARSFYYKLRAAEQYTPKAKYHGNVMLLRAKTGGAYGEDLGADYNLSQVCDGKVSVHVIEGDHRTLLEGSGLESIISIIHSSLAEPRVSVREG
* hit, by the source's call.

item | SMILES | MT1-MMP act inh | MsrA inhibitor | PABP1 MLLE inh | NRP1-CendR mod | SKN-1 block | TbMetRS inhib | eLon inh | bovine MsrA act | FAS TE block
1 | O=[N+]([O-])c1cc(Br)c(OCc2nnc(-c3ccccc3)o2)c(Br)c1 | -3 | 0.7 | -26 | 7 | 3 | -0.2 | -14 | -5 | 28
2 | COC(=O)CNC(=O)CSc1nnc(-c2ccc(OC)cc2)n1CC(C)C | 8 | 0.9 | -32 | 8 | 0 | 0.3 | -3 | -3 | -4
3 | CSc1ccc(CN2CCC(n3nccc3NC(=O)c3ccccc3C)CC2)cc1 | 1 | -1.1 | -7 | -3 | -7 | 0.1 | -15 | -2 | 2
4 | O=S1(=O)N=C(N2CCN(c3ccc(F)cc3)CC2)c2ccccc21 | 1 | -0.1 | 5 | 2 | 10 | -0.8 | 2 | -4 | -2
5 | O=C(NCc1cccnc1)c1cccc(Cl)c1 | -1 | 0.2 | 5 | 8 | -27 | -0.1 | -11 | -5 | -9
6 | CCN=c1sc(C(=O)NCCc2ccccc2)cc(=O)n1CC | -7 | 0.8 | 13 | -3 | -1 | -0.6 | -1 | -2 | -3
7 | Cc1ccc(-n2nnnc2SCC(=O)c2ccc3c(c2)NC(=O)CO3)c(C)c1 | -1 | 1.5 | -94 | -8 | 6 | 0.7 | 4 | -1 | -14
8 | Cn1c(/C=C/c2ccccc2)nc2ccccc2c1=O | -5 | 1.9 | 7 | -3 | 4 | -0.6 | 5 | -5 | 1
9 | Cc1ccc(C2NC(=O)CCC2[N+](=O)[O-])cc1 (centres undefined) | -3 | -0.8 | 20 | -15 | -2 | -0.5 | 5 | -3 | -8
10 | CCN(CC)CCCCN1c2ccccc2Sc2ccccc21 | -7 | -0.9 | -4 | 11 | -4 | -0.3 | 1 | -1 | 0
11 | COC(=O)c1ccc(NC(=O)c2cc[n+]([O-])cc2)cc1 | -2 | -1.2 | 15 | 2 | 8 | 1.0 | -1 | -3 | -3
12 | O=C(OCc1ccccc1)N1CCC2CC1c1cc(-c3cc4ccccc4o3)ccc12 (centres undefined) | 0 | 0.7 | -10 | 0 | 1 | -1.4 | 4 | -4 | 29
13 | O=C(N=C1c2ccccc2CN1c1cccc(Cl)c1)c1cccnc1 | -31 | 1.5 | 16 | 4 | 10 | -0.5 | -2 | -3 | 3
14 | O=C(OCc1cnc(Cl)s1)c1cccc(Cl)c1Cl | 4 | 0.7 | -4 | 1 | -30 | -0.9 | 0 | -3 | 16
15 | CC1CCC(Nc2nnnn2-c2ccccc2)CC1 (centres undefined) | 5 | 0.5 | 5 | 12 | 10 | -0.6 | -2 | -1 | -7
16 | Cc1cc(NC(=O)CSCC(=O)NC(C)c2ccccc2)no1 (centres undefined) | 1 | -0.8 | 12 | -2 | -11 | -0.4 | 4 | -11 | -4
17 | COc1cccc(C(=O)O/N=C(\N)c2ccc([N+](=O)[O-])cc2)c1OC | 0 | 0.1 | -11 | 25* | -2 | -2.3 | -3 | -11 | 5
18 | Cc1ccccc1/C=N/NC(=O)Cn1nnc(N)n1 | 3 | 1.0 | 4 | 7 | 10 | -0.1 | 5 | -4 | -6
19 | Cc1ccc(C(=O)c2ccc([N+](=O)[O-])cc2)cc1 | 0 | 0.8 | -16 | -6 | 9 | 0.1 | 12 | -2 | 10
20 | CN1C(=O)N(C)c2ccc(C=O)c3cccc1c23 | -8 | 0.6 | 58* | 14 | 15 | 0.6 | 16* | -1 | 13
21 | CS(=O)(=O)N1CCN(CC(=O)NC2CCCCC2)CC1 | 3 | -0.9 | 3 | 13 | 4 | -0.8 | 6 | -6 | -3
22 | COCCN(C(=O)c1ccccc1Oc1ccccc1)c1c(N)n(CC(C)C)c(=O)[nH]c1=O | -1 | -1.5 | -18 | 8 | -14 | -0.6 | -2 | -5 | -4
23 | O=C(CN1C(=O)NC(Cc2ccccc2)C1=O)Nc1ccccc1 (centres undefined) | -5 | -0.8 | -3 | 13 | 7 | -0.3 | 7 | 0 | -6
24 | Cc1nn(-c2ccccc2)c(N)c1Sc1ccc([N+](=O)[O-])cc1 | -3 | 1.6 | 18 | 44* | 8 | 0.3 | -4 | -4 | 20
25 | Cc1c(Cl)cnc(NC(=O)COC(=O)c2ccncc2)c1Cl | -5 | -0.8 | 2 | -14 | -1 | -0.4 | 8 | -3 | -1
26 | O=C(COc1ccc(F)cc1F)N1CCCCCCC1 | -1 | 0.8 | 25 | -6 | 3 | 0.2 | -7 | -3 | -2
27 | CCCCN(Cc1cccs1)S(=O)(=O)c1csc(C(N)=O)c1 | 6 | -0.3 | 19 | 16 | -16 | -0.1 | -2 | 0 | -5
28 | CNc1cc(-c2c(OC)cccc2OC)ncn1 | -2 | 0.0 | -3 | 2 | 4 | -0.2 | -5 | -4 | -5
29 | COCCNC(=O)CN(C(=O)CCC(=O)Nc1ccccn1)c1ccc(C)cc1 | -3 | 0.2 | -5 | 0 | 6 | -1.1 | -1 | -7 | -4
30 | Cc1ccc(NC(=O)C(C)Oc2ccccc2)cc1S(=O)(=O)N1CCCCCC1 (centres undefined) | 2 | 0.6 | -10 | 5 | -43 | -0.4 | -1 | -5 | 27

In another format: entries from further up.
Values in the order: MT1-MMP act inh	MsrA inhibitor	PABP1 MLLE inh	NRP1-CendR mod	SKN-1 block	TbMetRS inhib	eLon inh	bovine MsrA act	FAS TE block
(21) CS(=O)(=O)N1CCN(CC(=O)NC2CCCCC2)CC1
→ 3	-0.9	3	13	4	-0.8	6	-6	-3
(23) O=C(CN1C(=O)NC(Cc2ccccc2)C1=O)Nc1ccccc1 (centres undefined)
→ -5	-0.8	-3	13	7	-0.3	7	0	-6

The listing continues.
item | SMILES | MT1-MMP act inh | MsrA inhibitor | PABP1 MLLE inh | NRP1-CendR mod | SKN-1 block | TbMetRS inhib | eLon inh | bovine MsrA act | FAS TE block
31 | CC1CN(C(=O)CSc2nnc(CNC(=O)c3ccc(S(=O)(=O)N(C)C)cc3)o2)CC(C)O1 (centres undefined) | -4 | -0.7 | -1 | 8 | 4 | -0.3 | -4 | -7 | -2
32 | CC(=O)Nc1ccc(S(=O)(=O)N2CCSC2c2ccccc2Cl)cc1 (centres undefined) | 1 | 1.1 | 4 | -2 | 2 | 0.9 | -3 | -2 | 9
33 | Cc1cc(C)c(C(N)=O)c(Cl)n1 | -2 | -1.2 | -16 | 2 | -1 | -0.5 | 1 | 0 | -6
34 | COc1cc(C)ccc1OCCCCN1CC(C)OC(C)C1 (centres undefined) | 6 | 0.1 | 12 | 8 | 12 | -1.1 | 14 | 0 | -1
35 | CCN(CC)S(=O)(=O)c1ccc2c(c1)c(=O)c(C(=O)N1CCOCC1)cn2C | -4 | 3.2 | -6 | -2 | 4 | 0.5 | -6 | -1 | -13
36 | CCC(CC)C(=O)Nc1ccccc1-n1cccc1 | -5 | -0.7 | 17 | -2 | 14 | 1.2 | 4 | 1 | -1
37 | N#Cc1cn(-c2ccccc2)nc1-c1ccc2c(c1)OCCO2 | -2 | 0.4 | -8 | 5 | 33 | 0.3 | 3 | 0 | 1
38 | COc1ccccc1CNCCS(=O)(=O)NCc1ccccc1 | 2 | -0.6 | -1 | 8 | 9 | -0.8 | -5 | 0 | -3
39 | O=C(Nc1cccc2c1[nH]c(=O)c1ccccc12)C(F)(F)F | 10 | 1.6 | 4 | -6 | -3 | 0.0 | 7 | -2 | -10
40 | COc1ccc(S(=O)(=O)N2CCOC2CNC(=O)C(=O)NCCCN2CCCC2=O)cc1OC (centres undefined) | -3 | -0.6 | -11 | -12 | -6 | 0.3 | 1 | -9 | -7
41 | Cc1ccc(S(C)(=O)=NC(=O)NC(=O)c2c(F)cccc2Cl)cc1 (centres undefined) | 1 | 0.0 | 21 | 3 | 3 | -0.7 | 4 | -5 | -5
42 | COc1ccc(Nc2nc(C(=O)NCc3ccco3)cs2)cc1 | -1 | -0.3 | 2 | -3 | 6 | -0.5 | 0 | -8 | -1
43 | NC1=NC(=O)CC(C(=O)NCCc2ccccc2)S1 (centres undefined) | 5 | 0.8 | 3 | -13 | 6 | 0.1 | -1 | -2 | -6
44 | CCN(CC)S(=O)(=O)c1ccc(C)c(NC(=O)CN2CCN(C)CC2)c1 | 9 | 0.2 | 10 | 4 | 8 | 0.2 | -4 | -2 | -5
45 | CN(c1ccccc1)S(=O)(=O)c1cccc(NC(=O)Nc2ccc(Cl)cc2C#N)c1 | -1 | -0.3 | 14 | 8 | 10 | 1.5 | -2 | 0 | 1
46 | CC(C)(C)NC(=O)C(OC(=O)c1cccs1)c1ccccc1 (centres undefined) | 3 | -0.6 | 2 | -5 | 7 | -0.3 | 6 | -2 | -3
47 | COCCN(C(=O)CNC(=O)c1ccco1)C(C(=O)NC1CCCC1)c1ccc(F)cc1 (centres undefined) | 0 | 1.3 | 8 | -1 | 0 | -0.8 | -2 | -5 | -5
48 | OC(COCc1ccccc1)CN1CCCC1 (centres undefined) | 9 | 0.5 | -1 | 2 | 8 | -0.6 | -1 | -2 | -10
49 | O=C(Nc1cc(C(=O)N2CCCC2)ccc1N1CCCC1)c1ccccc1 | 7 | 1.7 | -12 | 6 | -5 | -0.5 | -2 | -3 | -5
50 | O=C(NC1CCCc2ccccc21)c1cccc(S(=O)(=O)N2CCN(c3ccccc3)CC2)c1 (centres undefined) | 9 | 1.2 | -9 | 6 | 5 | 0.1 | 0 | 2 | 42
51 | O=C(CNC(=O)c1ccccc1F)N/N=C/c1cc(Br)ccc1OCc1ccccc1 | -2 | 1.3 | 6 | -2 | -12 | -0.3 | 6 | -3 | 17
52 | COc1ccc(S(=O)(=O)NC(Cc2ccccc2)C(=O)O)cc1 (centres undefined) | -5 | -0.4 | 5 | 5 | -9 | -0.4 | 1 | -3 | -2
53 | CN(Cc1nc2ccccc2c(=O)[nH]1)C(=O)C1CC(=O)N(c2cccc3ccccc23)C1 (centres undefined) | -3 | 0.2 | 5 | 3 | 6 | 0.2 | -10 | -1 | -6
54 | Cc1ccc2c(COC(=O)c3ccccc3OC(F)F)cc(=O)oc2c1 | 2 | 0.4 | 0 | 4 | -27 | 0.3 | -7 | -1 | 23
55 | Cc1onc(-c2ccccc2)c1C(=O)Nc1sc2c(c1C#N)CCC(C)C2 (centres undefined) | -15 | 0.9 | -15 | -6 | 8 | -0.2 | -7 | 0 | 32
56 | COCC(=O)Nc1nnc(COc2ccc(Cl)cc2)s1 | 1 | 0.0 | -7 | 16 | -4 | -0.5 | 0 | -3 | -2
57 | Cc1sc(NC(=O)C2C3CCC(C3)C2C(=O)O)c(C(N)=O)c1-c1ccc(C(C)(C)C)cc1 (centres undefined) | 6 | -0.2 | 22 | -24 | 11 | 0.3 | -1 | -1 | 7
58 | CCOc1ccc(-n2cnc3sc(C)c(C)c3c2=O)cc1 | 3 | -1.2 | 1 | 6 | 15 | -0.3 | 0 | 0 | -2
59 | O=C(NCCc1c[nH]c2ccc(Cl)cc12)c1ccc([N+](=O)[O-])cc1 | -1 | 0.2 | -5 | 2 | 9 | 0.5 | -7 | -2 | 20
60 | CCc1nc2scc(-c3cccs3)c2c(=O)o1 | 3 | 1.2 | 1 | -5 | -5 | 0.3 | -5 | -1 | -7
61 | CCOC(=O)C(C)(C)Sc1nc2c(cnn2-c2ccc(C)cc2)c(=O)[nH]1 | -5 | -0.8 | -2 | 5 | 5 | -0.5 | 6 | -5 | -1
62 | Cc1csc2ncnc(NCCc3ccccn3)c12 | -5 | 1.9 | 0 | 0 | 2 | -0.8 | 0 | -3 | 3

Hits appear at their usual frequency; 4% or so of the library scored in one or more.
